hcGAS lum = inhibitors of human cGAS. Q8N884. recombinant h-cGAS, ATP depletion, Kinase-Glo luminescence. inhibition, % at 12.5 µM. hit rate 0.081% among 290,000. AID 1259398;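 also: 0% = vehicle reaction and 100% = reaction without DNA for no activity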
Target sequence (Q8N884 whole entry, looked up): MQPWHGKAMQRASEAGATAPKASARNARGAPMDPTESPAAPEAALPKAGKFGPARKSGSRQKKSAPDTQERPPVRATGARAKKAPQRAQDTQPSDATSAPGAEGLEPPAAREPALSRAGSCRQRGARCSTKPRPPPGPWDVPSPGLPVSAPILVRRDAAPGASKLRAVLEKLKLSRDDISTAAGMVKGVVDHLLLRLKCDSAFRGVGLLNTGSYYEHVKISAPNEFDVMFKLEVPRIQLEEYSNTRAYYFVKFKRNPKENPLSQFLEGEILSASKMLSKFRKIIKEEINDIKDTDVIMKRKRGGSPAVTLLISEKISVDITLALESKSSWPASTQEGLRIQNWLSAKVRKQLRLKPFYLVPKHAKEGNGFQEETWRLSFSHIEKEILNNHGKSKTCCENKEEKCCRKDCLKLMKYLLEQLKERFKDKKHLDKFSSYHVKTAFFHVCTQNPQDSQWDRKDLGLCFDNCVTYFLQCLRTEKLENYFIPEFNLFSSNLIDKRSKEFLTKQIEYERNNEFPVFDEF
NPYLR7 agonist = activates Aedes aegypti NPYLR7 receptor; HEK293T NPYLR7/Galpha15, GCaMP6s calcium fluorescence; activation, % at 10 µM; hit rate 0.15% among 270,000; in the data active = activation above about 40%;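 also: 0% = vehicle and 100% = reference agonist at the receptor; some compounds past the cut are filed as inactive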
mcGAS lum = blocks mouse cGAS activity. Q8C6L5. recombinant cGAS, Kinase-Glo ATP depletion luminescence. inhibition, % at 12.5 µM. hit rate 0.15% among 160,000. AID 1259399;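 also: 0% = negative control wells and 100% = reference inhibitor with no enzyme activity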
Active calls of the source: *; nt = no result given; & = joins results of further samples. Rule as the data show it, unless noted: active = inhibition above about 40%; inactive = the rest.

SMILES | hcGAS lum | NPYLR7 agonist | mcGAS lum
O=C(C1CC1)N(CCn1cccn1)c1nc2c(Cl)cccc2s1 | 8.1 | -21.7 | 3.7
CCn1c(C2CCCN(C/C(C)=C/c3ccco3)C2)nn(C)c1=O (configuration not stated) | -6.0 | 4.8 | nt
CCCCc1ccc(CC(=O)NNC(=O)c2nn(CCC)c(=O)c3ccccc23)cc1 | -7.2 | 2.8 | nt
CN1C[C@@H]2CC[C@H](CC1=O)N2C(=O)c1ccc2cccnc2n1 | -5.2 | -0.9 | -7.2
O=C(O)c1cnn(-c2ccc(F)cc2)c1-c1ccccc1 | -1.8 | -4.4 | -4.2
O=S(=O)(/C=C/c1ccc(Cl)cc1)Nc1cc(N2CCCS2(=O)=O)ccc1O | -14.2 | -6.8 | nt
CCn1cccc(-c2nnc(SCC(=O)Nc3nc4ccccc4s3)n2C)c1=O | -16.6 | -0.3 | nt
Cn1c(=O)n(CC(=O)OCc2ccccc2)c(=O)c2c1nc1n2CCCN1c1ccccc1 | -4.1 | 3.0 | -7.5
CCCCCc1ccc(C(=O)N2CCN(c3nc(C)nc(C)c3Cc3ccccc3F)CC2)cc1 | -12.0 | nt | -8.4
COc1nc(-c2ccccc2C)n(-c2ccc(NC(=O)c3ccccc3Br)cc2)n1 | -2.6 | 3.8 | -4.4
O=C(CSc1ccc(-c2ccc(-n3cccn3)cc2)nn1)N1CCCC1 | -1.4 | -6.8 | -5.1
COc1cccc(NC(=O)CSc2nc3c(cnn3CCO)c(=O)[nH]2)c1 | -7.3 | 1.5 | nt
Brc1ccc(-c2noc(-c3ccccn3)n2)o1 | -9.3 | -0.1 | nt
Cc1cccc(Cn2cnc3c(cnn3CCNC(=O)c3cc(C)cc(C)c3)c2=O)c1 | -5.6 | -5.8 | -9.4
O=C(/C=C/c1cnccn1)Nc1nnc(C2CC2)s1 | -6.2 | 3.5 | -13.0
Cc1cn(-c2ccccc2)nc1NC(=O)N1CCC2CCC(C1)N2C (configuration not stated) | -6.6&8.7 | 1.5&-5.7 | nt
CC1CCC/C(=C\c2ccc(O)cc2)C1=O (configuration not stated) | -8.7 | -5.0 | nt
Cc1cc(Cc2cc(C)c(N)cc2C)c(C)cc1N | -2.5 | 2.5 | -5.2
CCc1nc(N(CCC(=O)NC2CC2)CCc2ccccc2)c2ccc(Cl)cc2n1 | -0.3 | 8.7 | -3.2
Cc1ccc(C2C(=C(O)c3ccc(Cl)cc3)C(=O)C(=O)N2Cc2cccnc2)cc1 (configuration not stated) | -3.1 | 1.5 | -7.5
Cc1sc2ncnc(SCC(=O)Nc3ccc(Cl)cc3)c2c1C | -7.4 | -0.7 | -6.2
COc1ccc(C(=O)O/N=C2\c3ccccc3-c3ncccc32)cc1OC | -4.0 | -0.3 | nt
CCCNC(=O)C(C)NC(=O)CN1CCN(S(=O)(=O)c2ccc(Br)c(C)c2)CC1 (configuration not stated) | -5.4 | 2.5 | nt
Cc1ccc(-n2cnnn2)cc1NC(=O)N(C)CC1CCCN(C)C1 (configuration not stated) | -6.5 | 10.1 | -7.8
CCc1nc2sc(C(C)C)nn2c1S(=O)(=O)NC1CCCC1 | -10.6 | nt | -3.6
C=C(C)CSc1nc2c(c(=O)[nH]c(=O)n2C)n1CCCCCC | -6.0 | -4.0 | nt
CCOc1cc2c(cc1CNC(=O)C1CCCO1)OC(C)C2 (configuration not stated) | -8.9 | 10.5 | -6.2
O=C(C(F)F)N1CCC(n2c(Cc3ccccc3)nc3ccccc32)CC1 | -3.5 | 27.5 | -2.0
Cn1ccc(NC(=O)C=Cc2cccc([N+](=O)[O-])c2)n1 | -6.4 | 12.0 | -3.8
Nc1nc(CSc2nnc3n2CCCCC3)nc(Nc2ccccc2)n1 | 3.9 | -4.9 | nt
Cc1cc(C(=O)NCCS(N)(=O)=O)cc(C)c1OC(F)F | 9.6 | 1.4 | -1.7
CCOC(=O)c1c(CN2CCOCC2)n(-c2ccccc2)c2cc(Br)c(OC)cc12 | -4.3 | 1.0 | -5.5
C=CCN(Cc1csc(COc2ccccc2C(C)C)n1)C(=O)c1cccc(Br)c1 | 4.6 | -9.8 | 2.3
O=S(=O)(Nc1c2c(nc3ccccc13)CCCC2)c1ccc(F)c(F)c1 | -5.9 | 1.9 | nt
Cc1cc(Br)ccc1NC(=O)CNC(=O)CN1C(=O)C(C)Oc2ccccc21 (configuration not stated) | -4.0 | -1.7 | nt
O=C(c1ccco1)N1CCCN(Cc2ccc(C3CCCO3)s2)CC1 (configuration not stated) | -3.9 | -3.6 | nt
COc1cccc(NC(=O)N2CCC(c3nncn3C(C)C)CC2)c1 | -12.2 | 9.0 | nt
CCCCCCCC(=O)N1CCN(c2cc(Cl)nc(SCC(=O)NCCc3ccc(Cl)cc3Cl)n2)CC1C (configuration not stated) | -3.7 | -2.2 | -5.0
O=C(NCCN1CCc2ccccc2C1)N1CCC(c2ccccc2)C1 (configuration not stated) | -7.7 | 4.9 | -4.8
Cc1nc2ccccc2nc1N1CCN(C(=O)c2ccc(F)cc2)CC1 | 2.6 | 4.7 | 1.9
COc1ccc(C)c2sc(N(CCCN(C)C)C(=O)c3ccc(S(C)(=O)=O)cc3)nc12 | 2.2 | -3.2 | -8.2
CNC(=O)[C@@H]1C[C@H](N)CN1C(=O)CCCn1nc(C)cc1C | -3.6 | 0.7 | -14.0
O=S1(=O)N=C(Nc2ccc3c(c2)CCC3)c2ccccc21 | -6.3 | 1.3 | nt
C=CCNC(=O)c1ccccc1NC(=O)c1ccccc1S(C)(=O)=O | 6.8 | 1.7 | nt
CC(C)NC(=O)c1ccc(CS(=O)(=O)c2ccccc2)o1 | 7.8 | -1.8 | nt
O=C(c1cn2cc(Cl)ccc2n1)N1CC[C@@H](c2ccc(F)cc2)[C@H](O)C1 | -1.5 | -0.8 | nt
CCOC(=O)N1CCC(N2CCC3(CCNCC3)C2)CC1 | -7.7 | 19.8 | -11.7
CCn1cc(C(=O)N(C)Cc2snnc2C)c(C)n1 | 0.8 | 7.5 | nt
CCOC(=O)C1=C(C)N(C2CC2)C(=O)NC1c1c(F)cccc1Cl (configuration not stated) | -5.1 | -1.4 | nt
COc1cccc(-c2nn(-c3ccccc3)cc2CNCc2ccc3nsnc3c2)c1 | -3.5 | 10.5 | -8.1
O=C(O)c1nc2ccccc2nc1C(=O)O | -7.3 | 3.9 | -7.2
O=C(Nc1n[nH]c(-c2cccc(Cl)c2)n1)C1CC1c1cccnc1 (configuration not stated) | -4.8 | -0.7 | -10.3
Cc1nc2ccc(NS(=O)(=O)c3ccccc3Cl)cc2s1 | 1.4 | 8.5 | -2.8
CCCN(Cc1ccccc1O)C(=O)C1Cc2ccccc2C(=O)O1 (configuration not stated) | -14.6 | 0.6 | nt
O=C(NC(C(=O)Nc1cccnc1)c1ccccc1)c1cccs1 (configuration not stated) | 1.0 | -4.7 | nt
CC1=CC[C@@H]2CN(C(=O)c3nnc4nc(C)ccn34)C[C@@H]2C1 | -3.2 | -0.5 | -1.5
CC1(C)C(c2ccccc2)=NC(c2ccc(F)cc2)N1O (configuration not stated) | -3.5 | -13.1 | -9.3
CCCC(O)CN(Cc1ccccc1)Cc1ccccc1OC (configuration not stated) | -4.9 | 17.4 | -5.5
Cc1ccc(N2C(=O)/C(=C/c3ccc(-c4ccc([N+](=O)[O-])cc4)o3)C=C2c2ccccc2)cc1 | -12.3 | -0.6 | -7.6
O=C(c1cccs1)N1N=C(C2CC2)CC1(O)C(F)(F)F (configuration not stated) | -11.1 | -3.2 | nt
Further entries.
SMILES | hcGAS lum | NPYLR7 agonist | mcGAS lum
OC(CN1C2=NCCCN2c2ccccc21)c1ccc(Br)cc1 (configuration not stated) | -10.8 | 7.6 | nt
CCCN(Cc1ccc(C(=O)OC)o1)Cc1ccccc1OC | -5.6 | -5.3 | nt
O=C(CCC1CCCN(Cc2nc3c(s2)CCCC3)C1)NC1CC1 (configuration not stated) | -8.9 | 5.4 | nt
NS(=O)(=O)c1ccc(NNC(=S)NC2CCCCC2)c([N+](=O)[O-])c1 | -9.7 | 9.6 | -3.5
COC(=O)C(C(=O)OC)C(C[N+](=O)[O-])c1ccc(Br)cc1 (configuration not stated) | -12.6 | 5.6 | nt
COc1cccc2cc(C(=O)NC(C)=O)c(=Nc3ccccc3)oc12 | -1.1 | 8.7 | -2.8
CN(C)C1CCN(C(C)(C)CNCc2cnc(N3CCCC3)nc2)CC1 | -7.5 | -0.3 | nt
COc1ccc(NC(=O)c2ccc(Cl)cc2)cc1OCc1ccncc1 | -6.2 | 9.1 | nt
CC(C)C(=O)N1CCC(c2nc(C(C)C)cs2)CC1 | -18.3 | nt | -10.1
Cc1cc(=O)c(C(=O)NCCc2ccccn2)nn1-c1ccccc1 | -3.2 | -1.0 | -1.8
Cc1nnc(Nc2cc(Cl)c(N)c(Cl)c2)c(C#N)c1C | -9.2 | 4.0 | nt
O=c1[nH]cc(NCc2ccccc2)c(=O)[nH]1 | -5.2 | 15.7 | -6.5
COC(=O)c1ccc(C(=O)N2CCN(CC(OCc3cccc(OC)c3)c3ccc(Cl)cc3)CC2)cc1 (configuration not stated) | -10.8 | 4.5 | -7.1
CC(C)C(O)C1CCN(C(=O)Nc2nncs2)CC1 (configuration not stated) | -11.4 | 16.2 | nt
C=CCn1c(SCC(=O)N2CCN(c3ccccc3)CC2)nc2c([nH]c3ccccc32)c1=O | 1.5 | 1.9 | -8.0

Single values from the entries so far.
Under NPYLR7 agonist, `CCCN(Cc1ccc(C(=O)OC)o1)Cc1ccccc1OC` has -5.3
Under NPYLR7 agonist, `COc1cccc2cc(C(=O)NC(C)=O)c(=Nc3ccccc3)oc12` has 8.7

Next section:
SMILES | hcGAS lum | NPYLR7 agonist | mcGAS lum
Cc1nc(N2CCCC(C(=O)N3CCOCC3)C2)c2c3c(sc2n1)CCC3 (configuration not stated) | 1.9 | -2.3 | -3.6
COCCCOc1ccnc(CS(=O)c2nc3ccccc3[nH]2)c1C (configuration not stated) | 3.9&2.4 | -2.3 | nt
Cc1ccc2c(c1)c(CNC(=O)c1coc(COc3ccccc3)n1)nn2C | -1.1 | -14.1 | -1.8
Nc1cc(-c2ccc(Cl)cc2)nn1-c1ccc(C(=O)NCCc2ccc(F)cc2)cc1 | -7.9 | -2.3 | -3.7
Cc1ccc[n+](C2=C(c3c(C)[nH]n(-c4cccc(Cl)c4)c3=O)C(=O)N(C3CCCCC3)C2=O)c1 | -23.6 | -4.6 | -15.2
CC(C)CC(O)C(=O)NCc1ccc2sccc2c1 (configuration not stated) | 3.3 | 3.3 | nt
CC(C)c1ccccc1OCc1nc(CN(CCN2CCCCC2)C(=O)c2ccc(Cl)cc2)cs1 | -4.0 | -8.1 | -7.0
CCC1Oc2ccc(NC(=O)c3cccnc3Cl)cc2CN(Cc2ccc(F)cc2)C1=O (configuration not stated) | -2.6 | nt | -3.4

Of the compounds above, 17 contain a Cl atom:
SMILES | hcGAS lum | NPYLR7 agonist | mcGAS lum
O=C(C1CC1)N(CCn1cccn1)c1nc2c(Cl)cccc2s1 | 8.1 | -21.7 | 3.7
O=S(=O)(/C=C/c1ccc(Cl)cc1)Nc1cc(N2CCCS2(=O)=O)ccc1O | -14.2 | -6.8 | nt
CCc1nc(N(CCC(=O)NC2CC2)CCc2ccccc2)c2ccc(Cl)cc2n1 | -0.3 | 8.7 | -3.2
Cc1ccc(C2C(=C(O)c3ccc(Cl)cc3)C(=O)C(=O)N2Cc2cccnc2)cc1 (configuration not stated) | -3.1 | 1.5 | -7.5
Cc1sc2ncnc(SCC(=O)Nc3ccc(Cl)cc3)c2c1C | -7.4 | -0.7 | -6.2
CCCCCCCC(=O)N1CCN(c2cc(Cl)nc(SCC(=O)NCCc3ccc(Cl)cc3Cl)n2)CC1C (configuration not stated) | -3.7 | -2.2 | -5.0
O=C(c1cn2cc(Cl)ccc2n1)N1CC[C@@H](c2ccc(F)cc2)[C@H](O)C1 | -1.5 | -0.8 | nt
CCOC(=O)C1=C(C)N(C2CC2)C(=O)NC1c1c(F)cccc1Cl (configuration not stated) | -5.1 | -1.4 | nt
O=C(Nc1n[nH]c(-c2cccc(Cl)c2)n1)C1CC1c1cccnc1 (configuration not stated) | -4.8 | -0.7 | -10.3
Cc1nc2ccc(NS(=O)(=O)c3ccccc3Cl)cc2s1 | 1.4 | 8.5 | -2.8
COc1ccc(NC(=O)c2ccc(Cl)cc2)cc1OCc1ccncc1 | -6.2 | 9.1 | nt
Cc1nnc(Nc2cc(Cl)c(N)c(Cl)c2)c(C#N)c1C | -9.2 | 4.0 | nt
COC(=O)c1ccc(C(=O)N2CCN(CC(OCc3cccc(OC)c3)c3ccc(Cl)cc3)CC2)cc1 (configuration not stated) | -10.8 | 4.5 | -7.1
Nc1cc(-c2ccc(Cl)cc2)nn1-c1ccc(C(=O)NCCc2ccc(F)cc2)cc1 | -7.9 | -2.3 | -3.7
Cc1ccc[n+](C2=C(c3c(C)[nH]n(-c4cccc(Cl)c4)c3=O)C(=O)N(C3CCCCC3)C2=O)c1 | -23.6 | -4.6 | -15.2
CC(C)c1ccccc1OCc1nc(CN(CCN2CCCCC2)C(=O)c2ccc(Cl)cc2)cs1 | -4.0 | -8.1 | -7.0
CCC1Oc2ccc(NC(=O)c3cccnc3Cl)cc2CN(Cc2ccc(F)cc2)C1=O (configuration not stated) | -2.6 | nt | -3.4
